UBC13 inh – UBC13 polyubiquitin chain formation inhibitors, primary screen, biochemical, TR-FRET, uHTS | Ubiquitin-conjugating enzyme E2 N (Homo sapiens), P61088 | 330,000 tested, 0.47% active | AID 485273, 2010 | inhibition, % at 20 µM; in the data active means inhibition above about 45%, passing the limit was not always enough
Target sequence (P61088 whole entry, looked up): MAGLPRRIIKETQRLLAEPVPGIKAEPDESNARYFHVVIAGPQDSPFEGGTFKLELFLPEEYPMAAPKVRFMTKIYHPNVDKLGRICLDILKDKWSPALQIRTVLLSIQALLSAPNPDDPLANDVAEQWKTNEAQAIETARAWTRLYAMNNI
HKDC1 inhibitor – HKDC1 hexokinase inhibitors, primary screen, biochemical, fluorescence, uHTS. Q2TB90. recombinant HKDC1, G6PDH/diaphorase resazurin coupled fluorescence. inhibition, % at 20 µM. 340,000 tested, 0.16% active;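 active means inhibition above about 35% when tested at 20 µM, limit read from the data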;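 further: plate controls were DMSO wells with enzyme for no effect and DMSO wells lacking enzyme for full effect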
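Incubation: 90 min at room temperature in dark / Material: recombinant HKDC1 (HK5) hexokinase enzyme, produced in-house / Quantity: enzyme 5 µg/mL final / Compound: one dose of 20 µM, 1% DMSO / Reagent: glucose and ATP substrates / Buffer or medium: Tris pH 8.0 buffer with MgCl2, Tween-20, BSA, BME / Technique: resorufin fluorescence at 613 nm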
697 NFkB inh – inhibitors of PMA/ionomycin-induced NF-kB reporter, 697 cells, primary screen, B-cell NF-kB inhibitor project, cell-based, luminescence, uHTS. 697 B-cell NF-kB luciferase reporter, 16 h. inhibition, % at 4 µM. 330,000 tested, 0.33% active; in the data active means inhibition above about 35%
SENP7 inh – SENP7 protease inhibitors, primary screen, biochemical, luminescence, uHTS; 330,000 tested, 1.5% active; inhibition, % at 5 µM; Sentrin-specific protease 7 (Homo sapiens), Q9BQF6; recombinant SENP7, Z-RLRGG-aminoluciferin luminescence, 40 min; AID 434973, 2010;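 active means inhibition above about 50% at the single test dose, limit read from the data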;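 further: plate controls were DMSO with enzyme for no effect and no enzyme buffer wells for full effect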
Target sequence (Q9BQF6 706-1050 limits assumed): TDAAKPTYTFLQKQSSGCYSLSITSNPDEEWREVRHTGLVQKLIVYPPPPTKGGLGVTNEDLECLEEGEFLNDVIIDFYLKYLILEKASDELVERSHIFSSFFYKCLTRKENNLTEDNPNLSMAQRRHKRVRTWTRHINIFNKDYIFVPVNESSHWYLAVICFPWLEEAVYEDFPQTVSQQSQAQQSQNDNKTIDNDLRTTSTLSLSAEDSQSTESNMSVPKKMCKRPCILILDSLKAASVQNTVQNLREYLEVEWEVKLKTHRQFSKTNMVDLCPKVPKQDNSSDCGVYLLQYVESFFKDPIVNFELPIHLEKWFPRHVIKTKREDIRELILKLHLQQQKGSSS
Gli-Sufu block – Gli-Sufu pathway antagonists, primary screen, luciferase luminescence, Sufu-KO-LIGHT cells, uHTS; inhibition, % at 5 µM; AID 588413, 2011; Sufu-KO-LIGHT fibroblasts, Gli luciferase reporter luminescence; 340,000 tested, 0.74% active;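 active means inhibition above about 55%, limit read from the data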;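 further: 0% = DMSO-treated cells and 100% = wells with medium but no cells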
SENP8 inh – SENP8 protease inhibitors, primary screen, biochemical, luminescence. inhibition, % at 10 µM. 330,000 tested, 1.2% active. purified SENP8, Z-RLRGG-aminoluciferin cleavage. Sentrin-specific protease 8 (Homo sapiens), Q96LD8
Target sequence (Q96LD8 whole entry, looked up): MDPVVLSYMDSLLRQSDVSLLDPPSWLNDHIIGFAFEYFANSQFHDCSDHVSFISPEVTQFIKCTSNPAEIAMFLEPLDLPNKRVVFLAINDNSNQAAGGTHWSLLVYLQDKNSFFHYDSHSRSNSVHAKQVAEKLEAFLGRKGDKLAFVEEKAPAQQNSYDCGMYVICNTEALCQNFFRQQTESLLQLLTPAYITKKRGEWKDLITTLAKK
Apaf1 inhib – inhibitors of human Apaf-1 apoptosome, primary screen, biochemical, DEVD-Rh110 fluorescence, uHTS | inhibition, % at 20 µM | AID 489030, 2010 | 330,000 tested, 0.71% active | Apoptotic protease-activating factor 1 (Homo sapiens), O14727 | reconstituted apoptosome caspase-3 activity; active means inhibition of at least 40% at 20 µM;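 further: plate controls were DMSO wells for no effect and DEVD-CHO caspase inhibitor wells for full effect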
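detection = Rh110 fluorescence intensity | test system = biochemical Apaf-1 apoptosome reconstitution | also added = cytochrome c and DEVD-Rh110 substrate | schedule = 30 min plus 50 min, RT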
Jurkat NFkB inh – inhibitors of induced NF-kB luciferase reporter, primary screen, TCR NF-kB activation inhibitor project, cell-based, luminescence, uHTS; Jurkat, PMA/ionomycin-induced NF-kB luciferase reporter; inhibition, % at 4 µM; 330,000 tested, 0.53% active; AID 435003, 2010
* hit, by the source's call; · = not tested or not shown. Unless noted, no stated cut-off is given here; in the data, active means inhibition above about 50%; inactive means the rest. Some of the compounds tested (hit frequency here may not be typical).

SMILES	UBC13 inh	HKDC1 inhibitor	697 NFkB inh	SENP7 inh	Gli-Sufu block	SENP8 inh	Apaf1 inhib	Jurkat NFkB inh
COc1ccc(C(=O)C2(C)N(O)C(C)C(c3cccs3)=[N+]2[O-])cc1 (configuration not stated)	-4	-9	14	5	-7	0	-32	5
CCC1C=CC=CC[C@H](C)[C@@H](O)[C@](C)(O)C(=O)[C@@H](C)[C@H](O)[C@@H](C)C(=O)[C@H](C)[C@@H](O)[C@H](C)C=CC(=O)OC2[C@@H](C)C(CC1)OC1(CC[C@@H](C)C(C[C@H](C)O)O1)[C@@H]2C (some centres not stated)	9	·	-137	3	·	1	20	30
CCN1CCN(c2ccc(N)c(C)c2)CC1	-9	0	17	14	48	6	0	-9
OC(Cn1c2ccccc2c2ccccc21)C[n+]1ccccc1 (configuration not stated)	1	-12	7	2	10	-3	-6	-6
O=[N+]([O-])CCO	6	-3	1	7	20	-2	-10	-14
Cc1cccc(NC(=O)CN2CCN(C(=O)COc3cccc(Br)c3)CC2)c1C	6	-1	13	3	8	2	4	13
Cc1cccc(-n2c(-c3ccc([N+](=O)[O-])cc3)nc3ccccc3c2=O)c1	-34	-4	0	-4	0	-3	10	-10
CC1=C2[C@H]3OC(=O)[C@@H](C)[C@@H]3CC[C@@]2(C)C=CC1=O	0	-4	10	-6	3	-3	-4	0
CC(C)CCn1c(N)c(C(=O)NCc2cccs2)c2nc3ccccc3nc21	13	8	0	51*	4	87*	89*	-8
COc1ccc(Cn2c(O)c(C=Nc3c(C)n(C)n(-c4ccccc4)c3=O)c(=O)[nH]c2=O)cc1	-12	12	-13	-9	-2	-8	4	-12
CCCC[N+]12CCC(CC1)C(C(=O)c1cccs1)C2 (configuration not stated)	1	-6	6	-5	0	3	-4	8
C=C1N2CCC(CC2)C1(O)c1ccc(C)cc1 (configuration not stated)	-4	4	-22	-4	3	-7	0	2
COc1c2c(cc3c1OCO3)CC[N+](C)=C2	-2	-10	16	0	8	8	-9	5
COc1ccc(S(=O)(=O)NCc2ccc(C(=O)N3CCC4(CC3)OCCO4)cc2)cc1	15	12	20	0	3	9	-24	12
Oc1ccc(CC2(N3CCCC3)CCCCC2)cc1	-1	-4	-12	6	-4	0	-12	1
COc1ccc(OC)c(N2C(=O)NC(=O)/C(=C\c3ccc([N+](=O)[O-])s3)C2=O)c1	-30	12	-2	0	0	10	25	3
CCN(CC)C(=O)c1ccc(NC(=O)C2=C(C)OCCS2)cc1	-6	0	-6	-10	-26	-5	0	-15
CCCCn1c(O)c(C(CC)=Nc2ccc(OC)cc2OC)c(=O)[nH]c1=O	-7	3	-28	0	7	-11	23	3
O=C1NC(=O)N(c2cccc(F)c2)C(=O)/C1=C/c1ccc(N2CCOCC2)cc1	-9	1	-2	0	-1	-3	-9	-5
CN(C)c1ccc(/C=C2/C(=O)NC(=O)N(Cc3ccco3)C2=O)cc1	-44	9	20	-1	-10	-9	0	2
COC(=O)C1=C(c2ccc(F)cc2OCc2ccccc2)C[C@@H]2CC[C@H]1N2C(=O)NCCCOC(C)C	0	-2	-18	-7	4	-11	29	-22
O=C(COc1ccccc1)N1CCN(CC(O)COc2ccccc2)CC1 (configuration not stated)	-2	4	7	5	7	3	5	5
COc1cc(C=C2C(=O)NC(=O)NC2=O)cc(OC)c1OC	-10	-5	-7	-2	11	-9	-1	-7
CSc1ccc(C(=O)C2CCCN(Cc3ccn[nH]3)C2)cc1 (configuration not stated)	-8	-6	-19	-6	14	-2	-16	-7
O=C(Cn1cnc2ccccc2c1=O)NCCC(=O)N1CCC2(CC1)OCCO2	-2	-1	4	-7	1	-8	6	-6
CC[C@H](C)/C=C(C)/C=C/C1=CC2=C(Cl)C(=O)[C@@](C)(OC(C)=O)C(=O)C2=CO1	-53	63*	4	-4	7	10	11	6
Cc1cc(N2C(=O)C3CCCN3C2c2cccc(Cl)c2)no1 (configuration not stated)	5	-3	-20	0	0	2	4	11
Cc1ccc(-n2c(O)c(C=NCc3ccco3)c(=O)[nH]c2=S)cc1C	-6	4	5	0	9	5	-10	-2
CC(=NCc1ccc2c(c1)OCO2)c1c(O)n(-c2ccccc2)c(=O)[nH]c1=O	5	-1	14	-4	0	-8	-5	12
C=CC(=O)NCNC(=O)C=C	-1	-3	21	4	-4	-1	-7	4
CC1CC2(O)c3nonc3CCC2N1O (configuration not stated)	-12	-11	0	-8	1	-13	-7	8
CC/C(=C\C=C\[C@@H]1C=C[C@@H]2CCC[C@H]2[C@@H]1C(=O)c1ccc[nH]1)[C@@H]1O[C@@H]([C@@H](C)C(=O)O)CC[C@@H]1C	-28	8	-47	0	18	-10	25	-10
CN(CCc1nnc(N)s1)[N+](=O)[O-]	-5	7	-23	-8	3	-6	0	-19
COCCNC(=O)N1[C@H]2CC[C@@H]1C(C(=O)OC)=C(c1cccc(C#N)c1)C2	8	-5	6	-1	22	11	-1	-1
Cc1cc(C)n2c(Br)c(CN3CC4CC(C3)c3cccc(=O)n3C4)nc2n1 (configuration not stated)	-4	0	0	-5	-2	-5	-1	-7
C=C1C(O)(c2ccccc2)C2CC[N+]1(C)CC2 (configuration not stated)	-3	-13	-33	2	4	-2	-7	0
Cc1ccc(S(=O)(=O)N[C@@H](CCCCN)C(=O)CCl)cc1	2	6	-4	-4	-1	-9	-6	-5
NNP(=O)(CC(=O)c1ccccc1)c1ccccc1 (configuration not stated)	-6	-3	-2	13	0	-4	-13	11
CCOC(=O)c1c(-n2c(C)cc(C=C3C(=O)NC(=S)NC3=O)c2C)sc2c1CCCC2	-25	59*	10	0	27	8	14	4
CCCCCn1c(=O)c(C(=O)NC(C)c2ccccc2)c(O)c2ccccc21 (configuration not stated)	8	-1	16	17	9	-7	0	-13
FC(F)(F)c1ccc(CN2CCNCC2)cc1	8	-8	10	-2	2	-9	0	-4
C=CCN1CC[C@]23c4c5ccc(O)c4O[C@H]2/C(=N/NC(=O)c2ccccc2)CC[C@@]3(O)[C@H]1C5	12	8	5	-2	-2	-1	-6	-14
CC1N=C(c2ccccc2Cl)c2cc(Br)ccc2NC1=O (configuration not stated)	1	-1	6	5	-23	-1	7	-34
Cc1ccc(CN2CCCN(Cc3ccccc3C)S2(=O)=O)cc1	6	2	6	-1	35	3	13	14
COP(=O)(Cc1ccc(C#N)o1)OC	-2	3	-12	7	2	0	-10	-14
COc1cc2c(c(OC)c1)C(=O)OC(C)CCCC(=O)CCCCC2 (configuration not stated)	-2	-3	5	5	21	9	11	8
COc1ccc(OC)c(C2=NOC(C(=O)N3CCC4(CC3)OCCO4)C2)c1 (configuration not stated)	2	0	14	1	28	4	-14	4
C[N+]12CCC(CC1)C(C(O)(c1cccc(Cl)c1)c1cccc(Cl)c1)C2 (configuration not stated)	3	-9	-20	-11	8	-2	18	-14
CC(C)CNc1c2c(nc3ccccc13)CCC2	-1	-5	-3	8	18	1	1	8
Cc1ccc(N2C(=O)/C(=C/c3ccc(CN(CCC#N)S(C)(=O)=O)o3)C(=O)NC2=S)cc1C	-25	·	-6	4	·	-3	13	-18
CCCCCSc1cc(OC)c(CCNC)cc1OC	20	-5	-2	0	-5	-5	8	18
Cc1c(CC(=O)N2C[C@H]3C[C@@H](C2)c2cccc(=O)n2C3)c(=O)oc2c(C)c(O)ccc12	39	-1	19	0	7	-1	-6	12
O=C(CN1CCCC1=O)Nc1ccccc1	0	-6	5	2	-5	0	-3	1
Cc1cccc(-n2c(O)c(C=Nc3ccc(S(N)(=O)=O)cc3)c(=O)[nH]c2=O)c1	-12	-8	-9	-5	4	-2	1	1
O=C1CC(=O)N(Cc2ccccc2)C(=O)N1CCCCCCN1C(=O)CC(=O)N(Cc2ccccc2)C1=O	-7	-4	10	-3	0	7	14	0
CN(C)C(=O)Oc1ccc(-c2cn3cc(C(F)(F)F)ccc3n2)cc1	8	-1	-73	5	-67	6	2	-71
CN(C(=O)Oc1ccc([N+](=O)[O-])cc1)c1ccccc1	-6	-4	16	1	-8	-8	2	10
CCC(=NCCO)c1c(O)n(C2CCCCC2)c(=O)[nH]c1=O	3	-2	3	1	7	4	-9	7
CC(=O)N1CN2CN(C(C)=O)CC(C(=O)c3ccc(Br)cc3)(C2)C1	13	4	26	-5	33	0	-6	14
CCC(C)(C)c1ccc(O)cc1	-6	-6	19	-11	-6	-16	6	-8

In the list so far, these contain a halogen.
SMILES	UBC13 inh	HKDC1 inhibitor	697 NFkB inh	SENP7 inh	Gli-Sufu block	SENP8 inh	Apaf1 inhib	Jurkat NFkB inh
Cc1cccc(NC(=O)CN2CCN(C(=O)COc3cccc(Br)c3)CC2)c1C	6	-1	13	3	8	2	4	13
O=C1NC(=O)N(c2cccc(F)c2)C(=O)/C1=C/c1ccc(N2CCOCC2)cc1	-9	1	-2	0	-1	-3	-9	-5
COC(=O)C1=C(c2ccc(F)cc2OCc2ccccc2)C[C@@H]2CC[C@H]1N2C(=O)NCCCOC(C)C	0	-2	-18	-7	4	-11	29	-22
CC[C@H](C)/C=C(C)/C=C/C1=CC2=C(Cl)C(=O)[C@@](C)(OC(C)=O)C(=O)C2=CO1	-53	63*	4	-4	7	10	11	6
Cc1cc(N2C(=O)C3CCCN3C2c2cccc(Cl)c2)no1 (configuration not stated)	5	-3	-20	0	0	2	4	11
Cc1cc(C)n2c(Br)c(CN3CC4CC(C3)c3cccc(=O)n3C4)nc2n1 (configuration not stated)	-4	0	0	-5	-2	-5	-1	-7
Cc1ccc(S(=O)(=O)N[C@@H](CCCCN)C(=O)CCl)cc1	2	6	-4	-4	-1	-9	-6	-5
FC(F)(F)c1ccc(CN2CCNCC2)cc1	8	-8	10	-2	2	-9	0	-4
CC1N=C(c2ccccc2Cl)c2cc(Br)ccc2NC1=O (configuration not stated)	1	-1	6	5	-23	-1	7	-34
C[N+]12CCC(CC1)C(C(O)(c1cccc(Cl)c1)c1cccc(Cl)c1)C2 (configuration not stated)	3	-9	-20	-11	8	-2	18	-14
CN(C)C(=O)Oc1ccc(-c2cn3cc(C(F)(F)F)ccc3n2)cc1	8	-1	-73	5	-67	6	2	-71
CC(=O)N1CN2CN(C(C)=O)CC(C(=O)c3ccc(Br)cc3)(C2)C1	13	4	26	-5	33	0	-6	14

Screening data deposited in PubChem BioAssay by Sanford-Burnham Center for Chemical Genomics.
